EBI2 block – blocks human EBI2 receptor beta-arrestin signaling; P32249; EBI2 beta-arrestin recruitment, luminescence, 7a,25-OHC stimulated; inhibition, % at 5 µM; actives 0.81% (n = 360,000); in the data active means inhibition above about 38%;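 further: enzyme fragment complementation signal reports receptor beta-arrestin coupling in cells; 0% = agonist plus DMSO wells and 100% = wells without agonist; some results beyond the cut were filed as inactive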
Target sequence (P32249 whole entry, looked up, the tested form may be a part): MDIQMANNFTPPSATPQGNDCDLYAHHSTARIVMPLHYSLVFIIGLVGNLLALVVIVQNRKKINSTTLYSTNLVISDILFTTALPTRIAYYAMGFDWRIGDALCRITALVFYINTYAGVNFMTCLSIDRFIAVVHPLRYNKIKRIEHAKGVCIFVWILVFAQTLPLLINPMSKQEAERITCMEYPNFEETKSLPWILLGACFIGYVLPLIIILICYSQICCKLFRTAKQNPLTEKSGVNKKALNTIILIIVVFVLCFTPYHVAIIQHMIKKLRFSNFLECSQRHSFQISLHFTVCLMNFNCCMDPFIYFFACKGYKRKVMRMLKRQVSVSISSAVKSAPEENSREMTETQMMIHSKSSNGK
ATG4B inh – blocks human ATG4B protease cleavage of LC3 substrate. actives 0.51% (n = 340,000). inhibition, % at 8.33 µM. AID 504462. Q9Y4P1. ATG4B cleavage of LC3-PLA2, NBD-HPC fluorescence, 1 h; in the data active means inhibition above about 40%
Target sequence (Q9Y4P1 whole entry, looked up): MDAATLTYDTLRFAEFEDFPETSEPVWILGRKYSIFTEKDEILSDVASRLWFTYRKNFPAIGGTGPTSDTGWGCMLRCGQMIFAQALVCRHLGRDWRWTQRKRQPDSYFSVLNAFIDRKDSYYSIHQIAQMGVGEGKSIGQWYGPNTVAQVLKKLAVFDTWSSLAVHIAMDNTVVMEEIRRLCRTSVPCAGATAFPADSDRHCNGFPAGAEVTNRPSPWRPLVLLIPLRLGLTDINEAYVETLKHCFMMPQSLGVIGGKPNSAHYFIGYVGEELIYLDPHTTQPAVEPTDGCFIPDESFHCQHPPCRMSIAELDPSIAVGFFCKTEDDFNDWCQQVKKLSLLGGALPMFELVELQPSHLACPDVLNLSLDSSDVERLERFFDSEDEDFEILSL
Gli-Sufu antag – antagonists of Gli-Sufu signaling; Sufu-KO-LIGHT fibroblasts, Gli luciferase reporter luminescence; inhibition, % at 5 µM; actives 0.74% (n = 340,000); AID 588413;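 active means inhibition above about 55%, limit read from the data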;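 further: 0% = DMSO-treated cells and 100% = wells with medium but no cells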
UBC13 polyUb – inhibitors of human UBC13 polyubiquitin chain formation. P61088. TR-FRET. inhibition, % at 20 µM. actives 0.47% (n = 330,000); in the data active means inhibition above about 45%, passing the limit was not always enough; inconclusive means no clear call, values can overlap the other calls
Target sequence (P61088 whole entry, looked up): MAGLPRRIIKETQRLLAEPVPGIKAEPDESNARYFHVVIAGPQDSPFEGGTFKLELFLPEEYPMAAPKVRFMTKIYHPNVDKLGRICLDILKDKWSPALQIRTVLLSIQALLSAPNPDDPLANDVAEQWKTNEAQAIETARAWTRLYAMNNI
CCR6 antag – blocks CCL20-driven beta-arrestin recruitment at human CCR6; actives 0.49% (n = 340,000); inhibition, % at 20 µM; AID 493098; P51684; CHO-K1 CCR6 PathHunter beta-arrestin, luminescence, CCL20-stimulated;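 active means compounds whose inhibition of the agonist-driven luminescence signal at 20 µM reaches about 50%, limit read from the data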;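 further: cells stimulated with CCL20 at 14 nM final; plate controls were DMSO with CCL20 for no effect and DMSO without agonist for full effect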
APJ antagonist – APJ receptor antagonism; P35414; CHO-K1 APJ beta-arrestin complementation, luminescence; inhibition, % at 20 µM; actives 0.32% (n = 330,000); AID 2521;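 active means inhibition above about 40% at 20 µM, limit read from the data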;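 further: cells challenged with 10 nM apelin-13 agonist together with compound; plate controls were apelin-13 plus DMSO wells for no effect and DMSO wells lacking apelin-13 for full effect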
CXCR6 block – blocks human CXCR6 beta-arrestin recruitment; O00574; CHO-K1 PathHunter CXCR6 beta-arrestin, luminescence; inhibition, % at 20 µM; actives 0.36% (n = 360,000); AID 602244; in the data active means inhibition above about 34%, passing the limit was not always enough;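 further: antagonist mode with CXCL16 agonist at 10 nM final; 0% = 10 nM CXCL16 with DMSO and 100% = unstimulated wells without agonist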
APJ agonist – agonists of human APJ apelin receptor; CHO-K1 APJ PathHunter beta-arrestin, luminescence; 0% DMSO wells, 100% apelin; activation, % at 20 µM; actives 0.11% (n = 330,000); AID 2520;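 active means activation more than six SD over the plate average, tested at 20 µM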;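 further: 0% = DMSO alone and 100% = apelin-13 at 10 nM; some results filed as inactive read as strong as hits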
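Incubation: overnight seeding, 90 min compound at 25 °C, 1 h detection; test system: PathHunter CHO-K1 APJ (AGTRL-1) beta-arrestin reporter cells; amount: 1000 cells/well; doses: one dose, 20 µM compound, 1% DMSO; measured by: beta-gal luminescence; measure: agonist-driven arrestin binding to APJ; benchmarks: negative DMSO alone, positive Apelin-13 at 10 nM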
Active calls of the source: *; u = inconclusive; x = no result given.

SMILES	EBI2 block	ATG4B inh	Gli-Sufu antag	UBC13 polyUb	CCR6 antag	APJ antagonist	CXCR6 block	APJ agonist
O=C1C2C3C=CC(C3)C2C(=O)N1Cc1ccccc1 (stereo not drawn)	9.6	8.5	4.3	13.9	3.6	14.2	7.5	-3.1
CC1CC2CCCC(O)=C2C(=O)O1 (stereo not drawn)	0.8	2.7	-11.8	x	-3.7	x	2.8	x
CNC(=O)COC(=O)/C=C/c1cccc(F)c1	-7.1	-3.7	1.7	4.2	3.2	5.8	1.4	-1.1
O=C(CSc1nc2ccc(Cl)cc2[nH]1)NCCc1ccc(Cl)cc1	22.8	45.7*	4.6	-0.4	-4.7	-0.6	-1.4	-0.7
CCC(C)(C)NC(=O)C(c1ccc(OC)cc1)N(C(=O)CCC(=O)Nc1cc(C)on1)c1cc(OC)ccc1OC (stereo not drawn)	-4.0	0.5	-31.1	-0.8	-1.4	-2.2	1.7	-3.4
NNC(=O)c1cc(S(=O)(=O)N2CCOCC2)c[nH]1	-19.2	8.2	-0.7	-10.8	0.6	4.7	-11.7	4.3
CNC(=S)N1CCC(NC(=O)C23CC4CC(CC(C4)C2)C3)CC1	-6.2	-6.1	-6.5	2.8	13.9	6.0	6.0	-1.6
CCOC(=O)c1sc(NC(=O)c2ccccc2)cc1C	1.0	-3.9	-80.2	0.9	28.4	-7.2	0.3	-3.0
Clc1cccc(-c2ccc3ncnc(NCc4cccnc4)c3c2)c1	19.6	-16.3	1.2	15.3	3.5	-12.6	2.3	-3.3
CC(=O)OCCSc1c(-c2ccccc2)c2cc(Cl)ccc2[nH]c1=O	1.2	3.1	0.4	4.8	3.0	-20.8	-3.0	-1.5
CCn1c(Oc2ccc(F)cc2)nc2c1c(=O)n(C)c(=O)n2C	-11.0	-2.2	12.3	14.3	2.0	-16.8	7.9	4.4
Cc1ccc(C(C(=O)NC2CCCC2)N(Cc2ccc(F)cc2)C(=O)c2csnn2)o1 (stereo not drawn)	4.5	0.1	10.1	-20.8	11.7	2.1	0.1	-4.5
N#C/C(=C/c1ccc(F)cc1)c1nnc(NC(=O)c2ccccc2)s1	15.2	-6.6	1.1	4.2	-25.4	-34.1	-18.0	-0.9
O=C(CSc1nnc(-c2cccnc2)n1Cc1ccccc1)NCc1ccco1	-2.6	4.6	-1.1	4.2	6.7	18.0	2.6	1.8
O=C(Nc1ccccc1)c1nc[nH]c1C(=O)NCc1ccccc1	-30.5	-4.6	-2.5	6.0	13.1	4.0	15.7	-2.2
COc1ccc(OCC(=O)Nc2ccccc2O)cc1	-2.3	-7.0	3.4	-2.7	-8.6	-5.8	0.8	-3.7
Cc1ccc(OCC(=O)Nc2ccc(Cl)cc2)c([N+](=O)[O-])n1	7.3	-4.4	-54.2	0.7	0.9	1.2	-0.4	3.2
Cc1cc([N+](=O)[O-])nn1Cc1ccc(C(=O)N/N=C/c2ccc(O)cc2O)cc1	13.6	-12.9	-0.4	-24.7	18.6	-5.1	-2.6	-0.1
CCN(CC)C(=S)Nc1ccc2nc3n(c(=O)c2c1)CCCCC3	-9.1	-2.2	-1.9	0.9	-6.8	5.8	-14.3	-1.5
N=C1/C(=C/c2cccn2Cc2ccc(F)cc2)C(=O)N=C2SC=CN12	5.1	-2.9	-8.4	-8.3	32.6	24.3	11.5	-3.0
CC(=O)c1cccc(NC(=O)C(OC(=O)c2ccccc2NS(=O)(=O)c2cccs2)c2ccccc2)c1 (stereo not drawn)	13.4	-4.1	-2.8	-38.5	6.9	-22.7	-3.8	2.0
Cc1ccnc(SCC(=O)c2ccc(Br)cc2)c1C#N	18.0	11.8	-76.9	9.5	25.6	4.6	1.2	0.5
Cc1cccc(/C=N\NC(=O)c2sccc2-n2cccc2)c1	-19.4	-3.2	-54.1	-9.2	29.7	9.2	5.0	0.1
Cc1nc2ccccc2c2oc(C(=O)N3CCC(C)CC3)cc12	-23.6	-7.6	-2.0	0.9	12.4	-4.0	1.1	-6.5
O=C(Cc1cccs1)N(c1ccc(F)cc1)C1(C(=O)NC2CCCCC2)CCCC1	14.8	2.4	-2.7	-7.2	7.8	3.0	13.4	-5.2
O=C(NCC1CCCO1)c1nn2c(C(F)(F)F)cc(-c3ccc(Br)o3)nc2c1Br (stereo not drawn)	12.8	1.3	56.4*	-6.8	10.1	7.5	-1.4	-3.8
O=C(CSc1nccn1Cc1ccccc1)Nc1nccs1	0.3	-6.1	-5.3	-1.2	-21.6	14.3	2.0	-1.7
Cc1ccccc1N(CC(=O)NCCSCc1ccco1)S(C)(=O)=O	-4.0	-6.0	-3.1	-11.1	-0.4	5.9	-9.0	-2.6
CCN(CC)CCCNC(=O)c1nn(-c2ccc(OC)cc2OC)c(=O)c2ccccc12	-8.8	3.1	0.0	-2.9	-4.7	11.6	5.8	2.0
CCOc1cccc(OCCCCN2CCCCC2)c1	3.0	-4.1	8.0	1.5	10.7	12.6	1.4	-3.0
C=CCn1c(SCC(=O)Nc2cc(C)c(Cl)cc2OC)nnc1-c1ccco1	5.8	20.9	-4.9	4.3	9.6	-2.0	7.5	0.1
O=C(COC(=O)CCS(=O)(=O)c1ccc(Cl)cc1)NCCc1ccccc1	-0.5	3.6	5.7	8.6	1.2	-5.1	7.8	-1.7
CC(C)(C)n1nnnc1C(c1ccncc1)N1CCN(c2ccc(O)cc2)CC1 (stereo not drawn)	-4.1	2.6	0.0	1.5	-4.2	-13.6	2.0	7.2
Cc1noc(C)c1CSc1nc2ccccc2s1	-5.2	-10.0	-10.9	-11.8	-3.6	-5.4	11.7	2.0
Cn1c(C(=O)N2CCN(c3ccccc3)CC2)cc2cc(Cl)ccc21	44.2*	-6.8	-2.5	-4.6	1.0	-17.6	5.6	0.4
COC(=O)c1ccc(CSc2nnc(C)n2N)o1	-6.6	-2.1	5.0	-12.9	4.5	-1.1	-18.4	4.1
Cc1ccc(N2C(=O)C(F)(F)C2c2ccccc2)cc1 (stereo not drawn)	4.4	-4.1	-0.2	-2.9	15.1	3.9	-5.0	-1.7
CCOC(=O)C(C)Oc1ccsc1C(=O)OC (stereo not drawn)	x	-8.8	3.6	6.3	8.1	6.6	x	-4.5
COc1ccccc1OCCSc1nc2ccc([N+](=O)[O-])cc2s1	-1.5	3.8	-7.6	-3.5	5.8	-13.0	0.7	2.1
O=C(CCc1nnc(Cc2ccc(-c3ccccc3)cc2)o1)NCCc1ccccn1	-1.0	-11.7	-20.9	4.0	6.6	-14.5	1.0	0.2
CCOc1ccc(NC(=O)CN2C(=O)CSC(C)C2=O)cc1 (stereo not drawn)	-3.7	-4.2	1.0	10.4	2.2	4.0	-2.3	-4.3
CS(=O)(=O)N1CCN(c2nc(-c3ccccc3)cs2)CC1	4.1	-0.9	-26.6	13.8	18.3	-11.3	-2.8	-3.8
Cc1cc(C)n(-c2nc3ccccc3nc2N2CCCC2)n1	1.3	-4.3	4.0	8.5	1.2	-7.0	1.8	-3.8
Cc1ccc(-n2ccnc2SCC(=O)O)c(C)c1	-4.5	-4.8	-20.4	-16.4	-3.9	-24.8	-5.0	-2.7
CCCOc1ccccc1C(=O)NC(CO)C(=O)O (stereo not drawn)	-25.7	0.5	-4.6	-7.3	-14.2	21.1	2.7	-0.1
O=C(/C=C/c1ccco1)Nc1cc(Cl)ccc1C(=O)O	-4.8	11.8	2.9	10.2	3.3	8.4	2.7	-3.5
CCOC(=O)C1CCN(C(=O)c2cccc(NS(=O)(=O)c3ccc(Br)cc3)c2)CC1	-0.7	-51.5	-4.1	2.9	1.5	3.1	4.6	-2.7
Cc1ccc2nc(NCCCN3CCOCC3)c(C=NCCCN3CCOCC3)c(=O)n2c1	6.7	-2.2	1.7	x	-9.1	x	4.2	x
O=C(Nc1cccc(-c2cnc3ccccc3n2)c1)c1ccncc1	6.5	-9.4	-51.6	0.9	8.7	-11.7	-15.8	2.6
Cc1ccc(CNC(=O)COC(=O)c2cccc(S(=O)(=O)N3CCCCC3)c2)cc1	-8.2	-3.7	6.4	14.4	14.0	10.5	0.8	0.1
COc1ccc(Cc2nc(-c3cccs3)no2)cc1	1.5	-2.2	x	14.2	17.8	10.3	1.8	-3.4
COc1cccc(C(=O)Nc2cc(C(F)(F)F)ccc2Cl)c1	-2.8	0.1	-10.6	2.5	16.5	8.2	2.2	-1.2
O=C(N/N=C/c1ccc2cccnc2c1)c1ccco1	0.8	4.1	-63.0	-15.4	-5.9	-1.9	-1.1	2.7
N#Cc1c(-c2ccc(Br)cc2)cc(-c2cccnc2)nc1N	5.0	-3.3	5.5	4.8	13.9	2.9	2.7	-3.6
O=c1c2cc(Br)ccc2[nH]c(=S)n1Cc1cccnc1	-0.1	0.3	2.0	u	19.0	15.4	9.2	0.7
CC(C)c1ccc(S(=O)(=O)N2CCN(C(=O)C3CCN(C(=O)c4ccc(F)cc4)CC3)CC2)cc1	19.7	-8.8	18.7	-3.6	-2.0	-1.6	-10.2	-2.0
CC(C)c1ccc(NC(=O)CNC(=O)Cn2ccc3ccccc3c2=O)cc1	2.8	-4.4	-36.3	-4.9	21.6	-21.1	10.9	-0.9
O=C(NC1CCCc2ccccc21)c1cc(Cl)ccn1 (stereo not drawn)	-5.7	3.4	-7.3	3.2	13.3	6.4	3.7	1.1
O=C(Nc1ccc(C(F)(F)F)cc1)c1ccccc1	7.4	5.0	-79.0	1.1	13.3	-11.0	-4.5	-2.9
CC(c1ccccc1)n1c(S(=O)(=O)O)nc2ccccc21 (stereo not drawn)	-6.3	-11.7	-0.6	-12.5	-9.5	4.7	-21.7	0.1

Continued, overlapping the part above by 4 compounds.
SMILES	EBI2 block	ATG4B inh	Gli-Sufu antag	UBC13 polyUb	CCR6 antag	APJ antagonist	CXCR6 block	APJ agonist
CC(C)c1ccc(NC(=O)CNC(=O)Cn2ccc3ccccc3c2=O)cc1	2.8	-4.4	-36.3	-4.9	21.6	-21.1	10.9	-0.9
O=C(NC1CCCc2ccccc21)c1cc(Cl)ccn1 (stereo not drawn)	-5.7	3.4	-7.3	3.2	13.3	6.4	3.7	1.1
O=C(Nc1ccc(C(F)(F)F)cc1)c1ccccc1	7.4	5.0	-79.0	1.1	13.3	-11.0	-4.5	-2.9
CC(c1ccccc1)n1c(S(=O)(=O)O)nc2ccccc21 (stereo not drawn)	-6.3	-11.7	-0.6	-12.5	-9.5	4.7	-21.7	0.1
COc1ccccc1N1CCN(C(=O)CSc2nc(N)cc(=O)[nH]2)CC1	-1.5	7.6	3.9	5.5	-3.7	15.9	-5.1	-3.3
O=C(CCn1nc(-c2ccccc2)c2ccccc2c1=O)N1CCN(c2ccccc2)CC1	7.5	-1.9	13.1	-5.1	22.9	9.4	13.4	-2.6
COC(=O)c1ccc(Sc2ccc(F)cc2)c(N)c1	5.4	-11.2	-29.2	26.9	5.8	-2.1	2.3	-4.5
CC1C(=O)CCCCCCCCCC2C1(N1CCOCC1)CS2(=O)=O (stereo not drawn)	7.0	-8.9	-2.9	1.7	1.6	2.7	-6.8	0.8
CCN(C(=O)CSc1nnc(-c2ccccc2)n1C)C1CCS(=O)(=O)C1 (stereo not drawn)	3.2	-5.9	-10.2	-3.1	-4.5	14.1	1.1	-2.0
Cc1c[n+]([O-])ccc1[N+](=O)[O-]	-13.6	-2.8	7.4	x	-4.5	x	-10.7	x
Cc1ccccc1-n1c(SCC(=O)c2cc(C)n(C)c2C)nnc1-c1cccnc1	-3.3	9.7	-2.2	-1.1	-11.7	8.3	-4.9	-3.2
Cc1cc(C)n2nc(SCC(=O)N3CCc4ccccc43)nc2n1	6.4	-0.3	-3.5	-12.1	-6.8	-2.9	1.9	4.7
O=C(COC(=O)CSc1ccc([N+](=O)[O-])cc1)NCc1ccco1	4.0	2.0	-7.0	-4.5	-5.9	-3.6	-3.5	0.4

Source: PubChem BioAssay (Sanford-Burnham Center for Chemical Genomics)
